Screens: PubChem, National Center for Advancing Translational Sciences (NCATS)
LDHA inh: blocks human lactate dehydrogenase A | purified LDHA, NADH/diaphorase-resazurin fluorescence; stronger effect = lower value | activity change, % (values are at about 110 or 230 µM) | 0.15% of 480,000 active | AID 1347041; in the data active = activity change below about -30%; inconclusive = mostly about -25% to -30%;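 note: plate controls were DMSO wells for no effect and wells without enzyme for full effect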
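Human LDH5 at 2 nM final in Tris HCl pH 7.4 with 0.06 mM NADH and 0.2 mM pyruvate, reacted 5 minutes at room temperature. Remaining NADH coupled via diaphorase/resazurin; resorufin fluorescence read at 0 and 20 minutes, normalized to enzyme-free and DMSO wells.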
APE1 inh: blocks human APE1 abasic DNA cleavage; Potency, µM (titrated, usually from 65.8 µM), for inactives: at the top dose activity change, negative = inhibition, hits mostly inhibitors; recombinant APE1, TAMRA/BHQ-2 abasic DNA cleavage fluorescence; P27695; AID 2517; 0.35% of 350,000 active;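 note: potency is the fitted concentration of half-maximal effect; plate controls were vehicle for no effect and reference inhibitor for full effect; nearly all actives have a fitted effect of over 55% in size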
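Measures dequenching upon AP-site incision of a 5'-TAMRA/3'-BHQ-2 THF-containing duplex, 50 nM; human APE1 0.75 nM after 15 min room-temperature exposure to compound; kinetic three-point read at one-minute spacing.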
POLB inh: blocks human DNA polymerase beta activity. P06746. Pol beta primer extension/strand displacement, fluorescence kinetic. Potency, µM (doses to about 114 µM), without a hit: at the highest dose activity change, negative = inhibition, most hits filed as inhibitors. 1.3% of 340,000 active; note: potency is the fitted concentration of half-maximal effect; % is set by controls: 0 for no effect and ±100 for the full control effect
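Pol beta (10 nM) and compounds were preincubated 15 min at room temperature, then 50 nM substrate (final) started primer extension/strand displacement. Reads were taken at 0 and 10 min; concentration-response data were fitted to a four-parameter Hill equation.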
Pol eta inh: DNA polymerase eta (human) inhibition | AID 588591 | recombinant Pol eta, fluorescent DNA replication assay | 1.2% of 390,000 active | Q9Y253 | Potency, µM (highest dose often 114 µM), for inactives: at the highest dose activity change, negative = inhibition, actives largely listed as inhibitors; note: potency is the fitted concentration of half-maximal effect; % is set by controls: 0 for no effect and ±100 for the full control effect
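Fluorescent replication assay: 50 nM final substrate added after a 15 min room-temperature compound preincubation with 10 nM enzyme. Signal taken at 0 min and again at 10 min.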
ERG-DNA inh: ERG Ets/DNA interaction inhibition; fluorescence polarization, His-ERG Ets domain / labelled DNA; Potency, µM (doses to about 76.9 µM), for inactives: top-dose FP activity, negative = inhibition, hits mostly inhibitors; 0.028% of 370,000 active; active = well fitted inhibition curve with a large enough effect in the polarisation, with a control signal flat; inconclusive = small, poorly fitted or top-dose-only effect, or effect the other way, or a change in a side signal; inactive = no such curve, though single readings can be large or run the other way; the % refers to the polarisation;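 note: polarization taken with two DNA probes labelled with fluorescein and Texas red; potency is the fitted concentration of half-maximal effect; % of control where 0% means no effect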
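His-tagged ERG Ets domain (1 uM in the protein solution; 300mM KCl, 50mM Tris-HCl, 1mM EDTA, 1mM DTT, pH 7.5) received compound, then a probe mix of 5 nM fluorescein-DNA and 100nM Texas-615-DNA. Fluorescence polarization was read for both dyes.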
ALOX12 inh: inhibitors of human 12S-lipoxygenase ALOX12 | purified 12hLO, xylenol orange hydroperoxide absorbance | Potency, µM (doses to about 108 µM), for the others: top-dose activity change, negative = inhibition, actives largely listed as inhibitors | 1.1% of 580,000 active | AID 1671190; note: potency is the fitted concentration of half-maximal effect; % is set by controls: 0 for no effect and ±100 for the full control effect
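Purified human 12hLO at 150 nM in 25 mM Hepes, 0.01% Triton X-100, pH 7.0, preincubated 15 min at room temperature with compound. Reaction started with 40 uM arachidonic acid, 30 min at room temperature. Hydroperoxide measured by Fe-xylenol orange, 573/405 nm absorbance ratio.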
Anesthetic bind: candidate novel general anesthetic via apoferritin binding | 0.074% of 350,000 active | AID 485281 | apoferritin/1-aminoanthracene competitive binding, fluorescence | Potency, µM (series often up to 77.5 µM), without a hit: at the highest dose activity change, negative = displacement, usual class: inhibitors; note: potency is the fitted concentration of half-maximal effect; % is set by controls: 0 for no effect and ±100 for the full control effect; nearly all actives have a fitted effect of over 20% in size
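Read-out: endpoint 1-AMA fluorescence, excitation 380 nm and emission 535 nm, after compounds sit 10 min at room temperature with 10 uM horse-spleen apoferritin in 50% saturated 1-AMA/PBS. Values come from four-parameter Hill fits.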
RGS4 inhibitor: human RGS4 inhibition. Transcreener GDP fluorescence polarization, RGS4-accelerated GTP hydrolysis. Potency, µM (doses to about 114 µM), inactives show top-dose activity change, negative = inhibition, actives largely listed as inhibitors. 0.039% of 390,000 active. P49798; note: potency is the fitted concentration of half-maximal effect; % is set by controls: 0 for no effect and ±100 for the full control effect; nearly all actives have a fitted effect of over 75% in size; some results filed as inactive show a strong effect at the top dose
Target sequence (P49798 whole entry, looked up): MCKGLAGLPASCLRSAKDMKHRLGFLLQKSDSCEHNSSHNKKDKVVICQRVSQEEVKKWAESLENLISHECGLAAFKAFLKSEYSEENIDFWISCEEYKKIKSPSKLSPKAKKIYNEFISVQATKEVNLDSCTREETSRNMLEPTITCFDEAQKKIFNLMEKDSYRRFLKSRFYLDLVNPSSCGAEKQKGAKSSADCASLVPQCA
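MLSMR compounds (23 nl, pin-transferred) preincubated 10 min at room temperature with a 500nM (2x) first reagent, then RGS4 at 900nM (2x) plus Transcreener GDP mix added; fluorescence polarization (620/688 nm) read before and after 90 min at 30 °C.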
Pol kappa inh: inhibitors of human DNA polymerase kappa. AID 588579. 0.53% of 400,000 active. purified Pol kappa, fluorescent DNA synthesis assay, 10 min. Potency, µM (series often up to 107 µM), for the others: at the highest dose activity, negative = inhibition, usual class: inhibitors. Q9UBT6; note: potency is the fitted concentration of half-maximal effect; % is set by controls: 0 for no effect and ±100 for the full control effect
Target sequence (Q9UBT6 whole entry, looked up): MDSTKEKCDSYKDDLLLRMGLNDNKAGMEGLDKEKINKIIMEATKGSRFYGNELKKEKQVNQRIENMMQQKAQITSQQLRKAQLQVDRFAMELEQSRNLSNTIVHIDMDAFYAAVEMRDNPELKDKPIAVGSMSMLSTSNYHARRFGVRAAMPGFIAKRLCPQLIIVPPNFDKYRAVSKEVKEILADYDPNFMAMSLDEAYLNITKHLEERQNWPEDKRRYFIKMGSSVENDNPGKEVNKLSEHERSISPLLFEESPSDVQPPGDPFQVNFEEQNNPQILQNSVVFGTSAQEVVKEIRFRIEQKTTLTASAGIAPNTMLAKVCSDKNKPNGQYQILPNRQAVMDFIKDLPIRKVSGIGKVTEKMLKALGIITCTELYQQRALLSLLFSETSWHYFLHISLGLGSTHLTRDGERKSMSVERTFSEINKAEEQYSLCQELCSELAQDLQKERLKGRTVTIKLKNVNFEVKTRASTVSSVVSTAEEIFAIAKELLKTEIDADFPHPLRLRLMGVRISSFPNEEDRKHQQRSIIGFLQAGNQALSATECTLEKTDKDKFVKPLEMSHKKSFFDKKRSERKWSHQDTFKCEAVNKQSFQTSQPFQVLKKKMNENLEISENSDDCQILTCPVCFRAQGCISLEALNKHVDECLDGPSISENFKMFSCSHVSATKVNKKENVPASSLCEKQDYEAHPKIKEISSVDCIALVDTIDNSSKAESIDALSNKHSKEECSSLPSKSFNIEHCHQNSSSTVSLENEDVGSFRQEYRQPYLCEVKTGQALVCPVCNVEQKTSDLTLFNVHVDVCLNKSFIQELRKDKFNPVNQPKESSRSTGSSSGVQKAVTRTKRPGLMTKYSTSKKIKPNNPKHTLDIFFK
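Pol kappa 10 nM + cpd, 15 min RT; start w/ substrate 50 nM final; fluorescence kinetic read, 0 and 10 min. Neg ctrl: buffer, no enzyme.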
* = called active by the depositor; ? = inconclusive; . = not tested or not shown; & = joins results of further samples; [ ] = dose if it differs, or a comment. Unless noted, calls come from the whole dose curve; as a rule, active = well fitted curve in the direction sought with a large enough effect; inconclusive = small, poorly fitted or top-dose-only effect, or another doubt; inactive = no such curve, though single readings can be large; an effect the other way counts as inactive or inconclusive.

mol	LDHA inh	APE1 inh	POLB inh	Pol eta inh	ERG-DNA inh	ALOX12 inh	Anesthetic bind	RGS4 inhibitor	Pol kappa inh
CCCC(CCC)C(=O)Nc1cccc(C(=O)O)c1	-1	-4%	-9%	-10%	3%	11%	-10%	-7%	-7%
Cc1ccc(NC(=O)CCC(=O)N/N=C/c2coc3ccccc3c2=O)cc1	-3	2%	?	-12%	-2%	14%	-5%	-1%	7%
CCn1ncc(C2=NOC(C(=O)Nc3cccc(O)c3)C2)c1C (centres undefined)	1	-6%	14%	-17%	7%	1%	-5%	-15%[56.9 µM]	-2%
Cc1ccc(Cl)cc1NC(=O)CSc1nncn1-c1ccccn1	-4	16%	6%	-30%	18%	-20%	-16%	1%	-12%
N#C/C(=C\c1ccncc1)c1nc2ccccc2c(=O)[nH]1	2	?	-2%	-9%	6%	-19%	5%	-9%	-39%
Cc1ccc(NC(=O)Cc2noc3ccccc23)c(C)c1	-10	-1%	0%	5%	6%	-12%	-8%	22%	-2%
Cc1ccccc1C(=O)NCC(=O)OC(C)C(=O)Nc1ccnn1C(C)C (centres undefined)	-4	25%	.	-4%	1%	-9%	.	-6%	5%
CCOC(=O)C1CCCN(Cc2ccc(OC)c(OCc3ccccc3)c2)C1 (centres undefined)	-17	10%	5%	-16%	-2%	?	-3%	12%	-17%
O=C(N/N=C/c1ccc(OCC(=O)N2CCCC2)cc1)C(=O)NC1CC1	-4	-3%	-6%	-3%	0%	8%	-3%	19%	-2%
Cc1ccc(N(C(=O)CCCC(=O)Nc2ccccn2)C(C(=O)NC2CCCC2)c2ccc(O)cc2)cc1C (centres undefined)	-11	42%	29%	-7%	-3%	-7%	-1%	-11%	4%
CC(C)CCNC(=O)C1c2ccccc2Oc2ccccc21	-2	-8%	58%	-8%	-3%	7%	-3%	-22%	-24%
O=C(CNc1ccccc1F)Nc1cccc2ccccc12	-10	8%	22%	-11%	-27%	-22%	-2%	-32%	-7%
CCOC(=O)CSc1nc2cc(C(=O)NCc3ccco3)ccc2c(=O)n1-c1ccc(F)cc1	-9	13%	4%	-14%	-8%	10%	10%	-8%	-1%
CCN(CC)S(=O)(=O)c1ccc(OC)c(NC(=O)c2cccs2)c1	-8	14%	1%	-15%	3%	0%	-16%	22%	-22%
CCOC(=O)Cn1c2[n+](c3ccccc31)CC(O)CS2 (centres undefined)	-20	-4%	32%	-2%	.	?	1%	-52%	-5%
C=C(C)Cn1c(N2CCCC2)nc2c1c(=O)n(C)c(=O)n2C	-2	1%	21%	-9%	4%	0%	-6%	-3%	-3%
COc1cc2cc(CN(C(=O)NC3CCCCC3)C3CCCC3)c(=O)[nH]c2cc1OC	2	-1%	-17%	0%	2%	1%	-2%	3%	-13%
CC(C)(C)c1ccc(C(=O)NCCC(=O)N2CCCC2)cc1	-3	46%[activator]	4%	-1%	-1%	-9%	1%	5%	-12%
Cc1cccc(OCC(O)CN2CC3(C)CC2CC(C)(C)C3)c1 (centres undefined)	-13	3%	-24%	-9%	3%	-16%	-1%	-5%	11%
O=c1cc(NCc2ccc3c(c2)OCO3)[nH]c(=O)n1-c1ccc(Cl)cc1	-1	3%	?	-4%	-3%	16%	-1%	-15%	-14%
COc1ccc(OC)c(N(CC(=O)N2CCN(c3cc(Cl)ccc3C)CC2)S(C)(=O)=O)c1	6	-3%	0%	-10%	.	-8%	0%	11%	-17%
CC(/C=N/n1c(-c2ccccn2)n[nH]c1=S)=C\c1ccccc1	-5	?	-2%	-12%	-8%	?	-9%	-25%	7%
CC(C)CN(C(=O)CCCOc1ccc(Cl)cc1Cl)c1c(N)n(Cc2ccccc2)c(=O)[nH]c1=O	-5	3%	.	-12%	0%	-29%	.	-15%	-9%
O=C(CCc1ccccc1)NNC(=O)c1ccccc1Br	-3	-1%	35%	5%	2%	7%	-6%	-8%	-14%
COc1ccc(-c2cc(=O)oc3c(C)c(OCC(=O)NCCCn4ccnc4)ccc23)cc1	-18	3%	6%	-16%	6%	10%	-10%	-11%	-10%
O=C1CC(c2ccco2)Cc2nc(Nc3ccc(F)cc3)ncc21 (centres undefined)	2	9%	11%	-11%	-10%	?	-23%	-37%	-4%
COc1ccc(NC(=O)C2=C(C)Nc3nc(SC)nn3C2c2cc(OC)ccc2OC)cc1 (centres undefined)	-19	.	3%	-20%	3%	-20%	-10%	2%	-9%
O=C(NC1(C(F)(F)F)NC(=O)N(CCc2ccccc2)C1=O)C1CC1 (centres undefined)	-4	3%	-15%	-5%	-15%	-18%	-6%	7%	-2%
CSc1ccc(S(=O)(=O)NCCSC(C)(C)C)cc1	2	20%	0%	-14%	-4%	-1%	?	-20%	-14%
c1cncc(CNc2nc(-c3cccnc3)nc3ccccc23)c1	-11	24%&-6%	8%	9%	-2%	?	-2%	13%	-8%

Sorted by the number under Pol eta inh (largest number first): three from the list above.
SMILES	Pol eta inh
COc1ccc(OC)c(N(CC(=O)N2CCN(c3cc(Cl)ccc3C)CC2)S(C)(=O)=O)c1	-10%
CCOC(=O)CSc1nc2cc(C(=O)NCc3ccco3)ccc2c(=O)n1-c1ccc(F)cc1	-14%
CCn1ncc(C2=NOC(C(=O)Nc3cccc(O)c3)C2)c1C (centres undefined)	-17%

Remaining list, next part
mol	LDHA inh	APE1 inh	POLB inh	Pol eta inh	ERG-DNA inh	ALOX12 inh	Anesthetic bind	RGS4 inhibitor	Pol kappa inh
CC(C(=O)NCC1CCCCC1)N(C)Cc1cccc(Cl)c1 (centres undefined)	-2	-2%	-4%	-7%	-6%	-7%	-21%	11%	3%
Cc1csc2nc(COC(=O)c3ccc(NC(=O)C(C)Oc4ccccc4)cc3)cc(=O)n12 (centres undefined)	-4	.	0%	7%	5%	?	-3%	-19%	-3%[60.1 µM]
O=C(CCC1COc2ccccc2O1)NCC1COc2ccccc2O1 (centres undefined)	2	8%	5%	-5%	-9%	17%	-15%	9%	-3%
Cc1c(NC(=O)CSc2ccc(Cl)cc2)c(=O)n(-c2ccccc2)n1C	-3	1%	0%	-4%	9%	-11%	-8%	12%[56.9 µM]	-6%
O=C(NC1=NN(c2ccccc2)CC1)Nc1ccccc1F	-3	5%	8%	-9%	-12%	?	-14%	14%[56.9 µM]	-9%
COc1cc(/C=N/N2C(=O)c3ccccc3NC2(C)c2cccc([N+](=O)[O-])c2)cc(Br)c1O (centres undefined)	-5	-7%	10%	-11%	4%	0%	-20%	-12%	-22%
COc1ccc(C(=O)OCC(=O)c2ccc(S(=O)(=O)N3CCCCC3)cc2)c(OC)c1	-3	17%	.	-8%	9%	0%	.	-38%	-15%
Cc1cc(C)cc(C(=O)NC(=S)Nc2cccnc2)c1	-1	0%	51%	-16%	4%	-14%	-13%	-47%	7%
O=C(O)c1cccc(NC(=O)c2cc(NC(=O)c3ccccc3)cc(NC(=O)c3ccccc3)c2)c1	-3	43%[activator]	-12%	-18%	-5%	-6%	-10%	-8%	-4%
COc1ccccc1OCC(=O)N1CCN(C(=O)c2ccco2)CC1	-2	33%	7%	-8%	19%	0%	-5%	?	-1%
CC(C)(C)c1nc2scc(-c3cccs3)c2c(=O)o1	-4	2%	-3%	-19%	-3%	-1%	9%	3%	-10%
Nc1ccc(N=Nc2ccccc2)c2cccnc12	-1	-7%	2%	-20%	1%	230%[activator]	-1%	-20%	-2%
Cc1ccc(C(=O)N/C(=C\c2ccccc2F)c2nc(=S)[nH][nH]2)cc1	-3	-3%	?	-10%	-5%	?	?	-8%	-8%
COc1cccc(CNC(=O)CCC(=O)N2CC3CCCN3c3ccccc32)c1 (centres undefined)	2	.	-3%	2%	2%	1%	-8%	-27%	-13%
Cc1ccccc1C(=O)NNC1=NCCC1	-6	0%	1%	-4%	-14%	15%	-2%	13%	-3%
Nc1c(NCCC2=CCCCC2)c(=O)[nH]c(=O)n1Cc1ccccc1	3	-5%	-4%	5%	-14%	0%	?	-24%	-13%
CN(C)/C(=N\S(=O)(=O)c1ccc(Cl)cc1)c1ccc(F)cc1	-1	10%	18%	-17%	4%	5%	-5%	0%	-4%
CCCSc1nc2sc3c(c2c(=O)n1-c1ccc(C)c(Cl)c1)CCN(C(C)=O)C3	1	.	?	79µM*	1%	-19%	?	-53%	11%
Cc1cccc(Nc2cc(=O)[nH]c(=O)[nH]2)c1C	3	6%	13%	-3%	6%	6%	-8%	2%	-3%
C[C@@H](NC(=O)[C@@H]1Cc2ccccc2CN1)C(=O)NCc1ccco1	0	11%	1%	-16%	0%	12%	-9%	21%	-22%
C=CCOn1c(=O)c(-c2cc3ccccc3o2)[n+]([O-])c2ccccc21	2	-3%	6%	-16%	4%	0%	-14%	-17%[11.4 µM]	-7%
Cc1ccc(S(=O)(=O)N2CCC(C(=O)Nc3ccccc3N3CCCCC3)CC2)cc1	0	6%	-4%	0%	5%	4%	-10%	1%	-1%
CCCC/C=C/C(NC(=O)CCc1ccccc1)c1ccccc1 (centres undefined)	0	-4%	-3%	-20%	-2%	-2%	-2%&-2%	2%	-13%
COc1ccc(NC(=O)CCNC(=O)Cn2cnc3sc4c(c3c2=O)CCCC4)c(OC)c1	-7	-8%	13%	-12%	3%	2%	3%	1%	-16%

Not all compounds are listed; count on the stated rates, not on these rows.
